KCNQ1 block: human KCNQ1 channel inhibition | P51787 | B-score at 10 µM | actives 1.3% (n = 310,000) | CHO-K1 KCNQ1, FluxOR thallium flux fluorescence; hits give high values;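 active means compounds whose thallium flux B-score, printed positive for inhibition, exceeds three library SD while starting fluorescence stays within three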;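 further: channel opened by potassium depolarization with thallium stimulus after 20 min compound exposure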
Target sequence (P51787 whole entry, looked up): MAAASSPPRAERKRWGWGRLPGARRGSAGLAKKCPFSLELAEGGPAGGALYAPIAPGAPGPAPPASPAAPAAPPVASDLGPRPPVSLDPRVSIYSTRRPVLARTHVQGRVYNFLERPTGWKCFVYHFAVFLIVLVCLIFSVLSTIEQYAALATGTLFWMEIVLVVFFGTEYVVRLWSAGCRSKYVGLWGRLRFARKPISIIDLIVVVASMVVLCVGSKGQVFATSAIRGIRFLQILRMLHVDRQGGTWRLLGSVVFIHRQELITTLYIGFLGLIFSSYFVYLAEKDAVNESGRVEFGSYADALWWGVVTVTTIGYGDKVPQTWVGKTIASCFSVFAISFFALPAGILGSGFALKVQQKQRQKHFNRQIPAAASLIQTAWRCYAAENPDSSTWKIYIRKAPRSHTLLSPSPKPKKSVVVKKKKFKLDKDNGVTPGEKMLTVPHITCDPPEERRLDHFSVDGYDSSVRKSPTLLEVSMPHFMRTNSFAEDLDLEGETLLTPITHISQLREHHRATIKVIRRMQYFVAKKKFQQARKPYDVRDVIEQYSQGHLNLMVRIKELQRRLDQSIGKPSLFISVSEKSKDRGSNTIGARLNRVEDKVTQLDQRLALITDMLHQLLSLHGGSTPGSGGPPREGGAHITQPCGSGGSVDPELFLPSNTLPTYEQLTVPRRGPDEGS
PolyA inhibitor: blocks polyadenylation in yeast reporter cells | calls only at 12 µM | actives 0.02% (n = 300,000) | S. cerevisiae SKY197-pL101 polyadenylation reporter, beta-gal luminescence; efflux-impaired pdr1/pdr3 knockout yeast; score 100 = 6 SD above DMSO | AID 1875;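 active means lowest replicate activity score at least 50, where 100 means six control SD above control mean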;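 further: yeast exposed to compound for 9 h at 30 °C; higher score means more reporter readthrough which indicates perturbed polyadenylation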
KCNK3 block: human KCNK3 channel inhibition, primary screen | B-score at 10 µM | O14649 | AID 602410 | actives 0.84% (n = 340,000) | CHO-KCNK3 thallium flux, FluxOR fluorescence; hits give low values;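 active means B-score under library mean minus 4 SD, starting fluorescence ratio at most library mean plus 5 SD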;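 further: more negative B-score means stronger inhibition of thallium flux through KCNK3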
Dyrk1A ADPGlo: blocks rat Dyrk1A kinase activity | Q63470 | ADP-Glo luminescence, NFATc1 peptide | inhibition, % at 12.5 µM | actives 0.43% (n = 310,000) | AID 504441; in the data active means inhibition above about 50%;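 further: plate controls were vehicle with enzyme for no effect and no enzyme for full effect; many of its hits are not listed in these tables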
TRPC4 potent: allosteric potentiators of mouse TRPC4 channel. Q9QUQ5. HEK293 TRPC4beta/mu-opioid, DAMGO EC20, Fluo-4 Ca2+ flux; hits give high values. B-score at 10 µM. actives 0.42% (n = 310,000). AID 2227;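 active means B-score of calcium response area above 5 SD of library B-scores, with initial fluorescence ratio within 5 SD of library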;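 further: B-score of integrated fluorescence ratio over time as area under calcium response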
hERG rescue: compounds protecting human hERG from proarrhythmic drug block. activation (rescue from dofetilide block), less the hit threshold, % at 10 µM. AID 1511. actives 0.51% (n = 310,000). CHO-hERG, FluxOR thallium flux, dofetilide IC70 present. Q12809;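 active means activation above the mean of controls blocked by dofetilide plus 5 SD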;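 further: thallium influx through hERG after potassium depolarization seen as dye fluorescence rise; in these data hits start at about 4.7%; inactives centre near -7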
TRPC4 inh: TRPC4 (mouse) channel inhibition | Q9QUQ5 | HEK293 TRPC4beta/mu-opioid, DAMGO-evoked Fluo4 calcium flux; hits give low values | B-score at 10 µM | actives 0.39% (n = 300,000);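 active means B-score over 3 SD under the library average, no early fluorescence shift, positive overall ratio signal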
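Assay system – HEK293 line stably carrying TRPC4beta and mu-opioid receptor · Doses – single dose · Detection – Fluo4 calcium-dye fluorescence, kinetic read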
TRPC4 agonist: TRPC4 (mouse) channel activation | B-score at 10 µM | HEK293 TRPC4beta/mu-opioid, Fluo4 calcium fluorescence; hits give high values | Q9QUQ5 | actives 0.49% (n = 310,000) | AID 2237;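 active means B-score above 5 SD of library B-scores, and initial fluorescence ratio not above library mean plus 5 SD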;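 further: positive B-score marks a calcium rise read as TRPC4 activation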
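Technique: kinetic Fluo4 calcium fluorescence; Test system: TRPC4beta and mu-opioid receptor HEK293 stable cells; Measure: B-scored integrated calcium fluorescence ratio; Benchmarks: low control buffer alone, high control maximal DAMGO; Schedule: 45 min room-temperature Fluo4 loading, 110 s read.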
Platelet DG rel: modulates dense granule release in human platelets | actives 0.22% (n = 300,000) | inhibition, %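 (compounds screened at 7.5 µM in platelet-rich plasma)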 | human platelet-rich plasma, SFLLRN dense granule ATP release, luminescence;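 active means mean replicate score, as percent of positive control, at or above 50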
KCNK9 block: inhibitors of human KCNK9 two-pore domain potassium channel; HEK293 KCNK9, FluxOR thallium flux fluorescence; hits give low values; B-score at 10 µM; actives 1.2% (n = 310,000); Q9NPC2;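 active means ratio B-score over 3 SD below the library mean, with starting fluorescence within 5 SD of its mean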;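 further: negative B-score means less thallium flux so channel inhibition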
Target sequence (Q9NPC2 whole entry, looked up, the tested form may be a part): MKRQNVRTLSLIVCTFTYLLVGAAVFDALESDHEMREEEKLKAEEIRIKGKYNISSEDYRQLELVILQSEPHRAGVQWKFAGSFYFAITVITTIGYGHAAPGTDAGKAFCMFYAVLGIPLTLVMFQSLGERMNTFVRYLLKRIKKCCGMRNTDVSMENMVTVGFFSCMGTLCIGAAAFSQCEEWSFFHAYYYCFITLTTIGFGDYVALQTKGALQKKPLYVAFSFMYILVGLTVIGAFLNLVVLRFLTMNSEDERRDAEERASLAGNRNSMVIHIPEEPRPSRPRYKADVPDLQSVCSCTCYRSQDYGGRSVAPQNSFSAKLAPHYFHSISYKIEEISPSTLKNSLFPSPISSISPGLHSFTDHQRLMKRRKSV
KCNQ1 pot: potentiates or activates the human KCNQ1 potassium channel. B-score at 10 µM. actives 0.35% (n = 310,000). CHO-K1 KCNQ1, thallium flux FluxOR fluorescence; hits give high values;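 active means fluorescence ratio B-score, a plate-corrected score, at least three library SD, with initial intensity B-score within 5 SD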
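assay system = KCNQ1-transfected CHO-K1 cells | medium = assay buffer with matched DMSO | probe or stimulus = depolarizing K+/Tl+ stimulus, K2SO4 and Tl2SO4 each 12.5 mM in 5x stock | dosing = single dose | incubation = dye 90 min, compound 20 min, room temperature | detection = kinetic FluxOR fluorescence, 10 s baseline plus 110 s post-stimulus | evaluation = ratio B score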
An asterisk follows results filed as active; i = inactive; nt = not tested or not shown. This is a subset. The share of hits here may be higher or lower than overall.

SMILES | KCNQ1 block | PolyA inhibitor | KCNK3 block | Dyrk1A ADPGlo | TRPC4 potent | hERG rescue | TRPC4 inh | TRPC4 agonist | Platelet DG rel | KCNK9 block | KCNQ1 pot
CCCn1c(=O)c(C(=O)Nc2ccccc2C(=O)OCC)c(O)c2ccccc21 | i | i | -8.9* | 2 | i | -11 | i | i | -9 | -9.2* | i
O=C(Nc1nccs1)c1cc(-c2ccccc2)nc2ccccc12 | i | i | i | 6 | i | -14 | i | i | -5 | -6.7* | i
O=C(Nc1ccccc1N1CCOCC1)c1cc2c(s1)CCCCC2 | i | i | -10* | 16 | i | -5 | i | i | 1 | i | i
O=C(/C=C/c1ccc(F)cc1)NC(Cc1c[nH]c2ccccc12)C(=O)O (stereo not given) | i | i | i | 2 | i | -5 | i | i | 11 | i | i
CCc1ccccc1-n1c(-c2ccncc2)n[nH]c1=S | i | i | i | 0 | i | -12 | i | i | 8 | i | i
c1nnc(NC2=NCCC2)s1 | i | i | i | 0 | i | -9 | i | i | -13 | i | i
Cc1ccc(/C=C/C(O)=C2/C(=O)N(C)C3(C)CC2c2ccccc2O3)cc1 (stereo not given) | i | i | i | -5 | i | -10 | i | i | 4 | -8.3* | i
O=C(NCCN1CCCCC1)c1ccc(=O)oc1 | i | i | i | 18 | i | -17 | i | i | 3 | i | i
O=C(N1CCOCC1)C12CCC3CC(CC(C3)C1)C2 | i | i | i | -1 | i | -2 | i | i | 8 | i | i
CCOc1ccc(Cn2c3ccc(OC)cc3c3nc4ccccc4nc32)cc1 | i | nt | i | -2 | i | -2 | i | i | nt | i | i
COc1cc(NS(=O)(=O)c2ccc(NC(=O)C3CCCO3)cc2)nc(OC)n1 (stereo not given) | i | nt | i | -4 | i | -6 | i | i | 9 | i | i
COc1ccc(S(=O)(=O)N(Cc2ccco2)Cc2cc3ccccc3[nH]c2=O)cc1 | i | i | i | -2 | i | -10 | i | i | 22 | i | i

Profiles from above. Order of screens: KCNQ1 block	PolyA inhibitor	KCNK3 block	Dyrk1A ADPGlo	TRPC4 potent	hERG rescue	TRPC4 inh	TRPC4 agonist	Platelet DG rel	KCNK9 block	KCNQ1 pot
Shown for CCOc1ccc(Cn2c3ccc(OC)cc3c3nc4ccccc4nc32)cc1 → i	nt	i	-2	i	-2	i	i	nt	i	i
Shown for COc1ccc(S(=O)(=O)N(Cc2ccco2)Cc2cc3ccccc3[nH]c2=O)cc1 → i	i	i	-2	i	-10	i	i	22	i	i
Shown for Cc1ccc(/C=C/C(O)=C2/C(=O)N(C)C3(C)CC2c2ccccc2O3)cc1 (stereo not given) → i	i	i	-5	i	-10	i	i	4	-8.3*	i

(list continues)
SMILES | KCNQ1 block | PolyA inhibitor | KCNK3 block | Dyrk1A ADPGlo | TRPC4 potent | hERG rescue | TRPC4 inh | TRPC4 agonist | Platelet DG rel | KCNK9 block | KCNQ1 pot
CCNC(=O)NC(=O)C(C)SCc1ccccc1C (stereo not given) | i | i | i | -8 | i | -4 | i | i | 0 | i | i
COc1cccc(N=c2oc3cc(O)ccc3cc2C(=O)NCC2CCCO2)c1 (stereo not given) | i | i | i | 9 | i | -24 | i | i | 3 | i | i
CCCN(CCO)Cc1cccc(Cl)c1 | i | i | i | 3 | i | -3 | i | i | -13 | i | i
CNS(=O)(=O)c1ccc(CCC(=O)N2CCOCC2)cc1 | i | i | i | 6 | i | 2 | i | i | -4 | i | i
O=c1c2cc(Br)ccc2nc2n1CCCCC2 | i | i | i | 6 | i | -18 | i | i | -2 | i | i
CCOCC(=O)Nc1ccc2c(c1)OCCO2 | i | i | i | -3 | i | -6 | i | i | 0 | i | i
C=CCn1c(SCC(=O)NCC2CCCO2)nc2sc(C)c(C)c2c1=O (stereo not given) | i | i | i | -4 | i | -8 | i | i | -2 | i | i
CN(CC(=O)Nc1ccc(C#N)cc1)CC(=O)Nc1ccc(N2CCOCC2)cc1 | i | i | i | 0 | i | -8 | i | i | -14 | i | i
CC(C)C(=O)Nc1ccc(-c2nc3cccnc3o2)cc1 | i | i | i | 2 | i | -8 | i | i | 1 | i | i
CCCC(=O)Nc1c(-c2ccc(C)cc2)c(=O)c2ccccc2n1C | i | i | i | -2 | i | -2 | i | i | -7 | i | i
CCN(CC)c1ccc(/C=N/N2CCN(c3ccccn3)CC2)cc1 | i | i | i | nt | i | -2 | i | i | 0 | i | i
NNC(=O)c1cccc(COCC(F)(F)C(F)F)c1 | i | i | i | nt | i | -14 | i | i | 17 | i | i
Cc1oc(-c2cccc(F)c2)nc1CN(Cc1ccccc1)C[C@@H]1CCC(=O)N1 | i | i | i | 1 | i | -13 | i | i | -2 | i | i
COCc1cc(=O)[nH]c(Nc2nc3ccc(C)cc3o2)n1 | i | i | i | 10 | i | 0 | i | i | -3 | i | i
Nn1c(SC/C=C/c2ccccc2)nnc1-c1ccncc1 | i | i | i | -5 | i | -4 | i | i | -1 | i | i
CCOc1ccccc1NC(=O)C(OC(=O)c1ccc(O)cc1)c1ccccc1 (stereo not given) | i | i | i | -4 | i | -16 | i | i | -11 | i | i
O=C(Cc1ccc(Cl)cc1)Nc1cccc2ncccc12 | i | i | i | -3 | i | -10 | i | i | 7 | i | i
CCN1CCN(S(=O)(=O)c2ccc(Cl)c(C(=O)NC3CCCC3)c2)CC1 | i | i | i | -1 | i | -12 | i | i | 7 | i | i
CCCCNC(=S)NNC(=O)C12CC3CC(CC(C3)C1)C2 | i | i | i | -7 | i | -6 | i | i | 4 | i | i
CCCC(=O)N(CC(=O)Nc1sc(C)c(C)c1C(N)=O)Cc1ccccc1 | i | i | i | 1 | i | -14 | i | i | -11 | i | i
CC(=O)c1ccc(NC(=O)CCC(=O)N2CC(C)Oc3ccc(C)cc32)cc1 (stereo not given) | i | i | i | -2 | i | -4 | i | i | 8 | i | i
CNc1nnc(-c2ccc(C)cc2)c2ccccc12 | i | i | i | 1 | i | -4 | i | i | 4 | i | i
CC(OC(=O)Cc1c(F)cccc1Cl)C(=O)NC1(C#N)CCCCC1 (stereo not given) | i | i | i | -20 | i | -9 | i | i | nt | i | i
CCN(CC)CCN(C)c1ccc(N2C(=O)C3CC=CCC3C2=O)cc1[N+](=O)[O-] (stereo not given) | i | i | i | -7 | i | -7 | i | i | -1 | i | i
O=C(O)c1ccc2c(c1)OCCOCCOCCOCCOCCO2 | i | i | i | -3 | i | -4 | i | i | 0 | i | i
O=C(Nc1cccnc1)c1ccc2c(c1)C(=O)N(Cc1cccnc1)C2=O | i | i | i | 14 | i | -6 | i | i | 0 | i | i
Cc1c(C(=O)O)oc2c1C(O)CCC2 (stereo not given) | i | i | i | -1 | i | -1 | i | i | 11 | i | i
O=C(NCc1cccnc1)C(=O)NC1CCCCC1 | i | i | i | -1 | i | -7 | i | i | 14 | i | i
O=C(N/N=C/c1sc(N2CCOCC2)nc1-c1ccccc1)c1ccccc1Cl | i | i | i | 15 | i | -4 | i | i | 0 | i | i
Cc1ccc(C2CC(C(F)(F)F)n3nc(C(=O)NCc4ccco4)cc3N2)cc1 (stereo not given) | i | i | i | -3 | i | -2 | i | i | 11 | i | i
Cc1ccccc1-n1cc(CNCc2c(C(=O)N(C)C)nc3ccc(Cl)cn23)cn1 | i | i | i | -16 | i | -22 | i | i | -3 | i | i
NC(=O)c1ccccc1Nc1nc(NCCO)nc(N2CCCC2)n1 | i | i | i | 8 | i | -5 | i | i | -1 | i | i
NNC(=O)CN1CCN(c2ncc(C(F)(F)F)cc2Cl)CC1 | i | i | i | -6 | i | -3 | i | i | -4 | i | i
CN1CCN(C2Cc3ccccc3Sc3cc(C(F)(F)F)ccc32)CC1 (stereo not given) | i | i | i | nt | i | -21 | i | i | -12 | i | i
COc1ccc2cc(-c3[nH]ncc3CNCCn3nc(C)cc3C)ccc2c1 | i | i | i | 10 | i | -22 | i | i | 5 | i | i
CCCCCCCCCCCC(=O)c1c(O)cccc1O | i | i | i | 8 | i | -20 | i | i | -1 | i | i
CC1=Nc2ccccc2N=C(NC(=O)c2ccccc2)C1c1ccc(Cl)cc1 (stereo not given) | 12* | i | i | 5 | i | -3 | i | i | 2 | i | i
COCC(=O)Nc1ccccc1C#N | i | i | i | -6 | i | -6 | i | i | -1 | i | i
CCN(CC)C(=O)CSc1nnc([C@@H](N)Cc2ccccc2)o1 | i | i | i | 16 | i | -5 | i | i | -2 | i | i
O=C(Nc1ccc(F)c(F)c1)c1cc(S(=O)(=O)N2CCN(c3ccccn3)CC2)ccc1F | i | i | i | 0 | i | -2 | i | i | 5 | i | i
COc1ccccc1Sc1nc(-c2ccccn2)ncc1OC | i | i | i | -4 | i | -8 | i | i | 14 | i | i
Cc1ccc(CNC(=S)N2CCOCC2)cc1 | i | i | i | -2 | i | -12 | i | i | -1 | i | i
Cc1ccc(-c2[nH]c(=S)[nH]c(=O)c2C#N)cc1 | i | i | i | 0 | i | -7 | i | i | -10 | i | i
O=C(NCCc1ccccc1)C1CCN(S(=O)(=O)N2CCC3(CC2)OCCO3)CC1 | i | i | i | 5 | i | -4 | i | i | 4 | i | i
CCOc1ccc(NC(=O)CN(Cc2ccccc2)S(C)(=O)=O)cc1 | i | i | i | 2 | i | -1 | i | i | 3 | i | i
CN(C)CCCN(C(=O)c1cc(-c2cccs2)nc2ccccc12)c1nc2ccc(F)cc2s1 | i | i | i | 20 | i | -26 | i | i | 2 | i | i
OCCC1CN(Cc2cccc3c2OCO3)CCN1Cc1ccccc1 (stereo not given) | i | i | i | -7 | i | -7 | i | i | -1 | i | i
CS(=O)(=O)c1ccc2nc(NC(=O)c3ccc(N4CCCC4=O)cc3)sc2c1 | i | i | i | 2 | i | -5 | i | i | 10 | i | i
C/C(=N\NC(=O)CNc1cccc(Cl)c1C)C1CC1 | i | i | i | -4 | i | -4 | i | i | -1 | i | i

Results in TRPC4 potent (5 entries from above):
mol	TRPC4 potent
CS(=O)(=O)c1ccc2nc(NC(=O)c3ccc(N4CCCC4=O)cc3)sc2c1	i
Cc1ccc(CNC(=S)N2CCOCC2)cc1	i
CN(C)CCCN(C(=O)c1cc(-c2cccs2)nc2ccccc12)c1nc2ccc(F)cc2s1	i
C/C(=N\NC(=O)CNc1cccc(Cl)c1C)C1CC1	i
O=C(NCCc1ccccc1)C1CCN(S(=O)(=O)N2CCC3(CC2)OCCO3)CC1	i

Screening results (PubChem BioAssay)
